# Screens (PubChem)
# GLP1R inv ag: GLP-1 receptor (human) inverse agonism; hit rate 1.6% among 410,000; P43220; HEK293 GLP-1R CRE-luciferase, luminescence, 24 h; GLP-1R form is constitutively active; Potency, µM (doses to about 38.3 µM), without a hit: at the highest dose activity change, negative = inhibition, actives largely listed as inhibitors; further: potency means the concentration at half of the fitted maximal effect; on the % scale 0 is the no-effect control and ±100 the full control effect; nearly all actives have a fitted effect of over 55% in size
#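 Using stably transfected HEK293 (constitutively active GLP-1R, cAMP-luciferase reporter), compounds were incubated 24 hr and luciferase measured by luminescence.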
# PTHR1 ag: PTHR1 (human) receptor agonism | Potency, µM (series often up to 115 µM), without a hit: at the top dose activation, most hits filed as activators | HEK293 GP2 PTHR1 cells, GloSensor cAMP luminescence, 1 h | Q03431 | hit rate 0.075% among 410,000; further: potency means the concentration at half of the fitted maximal effect; nearly all actives have a fitted effect of over 55% in size; some results filed as inactive show a strong effect at the top dose; inactives centre near -15; many of its hits are not listed in these tables
# Target sequence (Q03431 whole entry, looked up): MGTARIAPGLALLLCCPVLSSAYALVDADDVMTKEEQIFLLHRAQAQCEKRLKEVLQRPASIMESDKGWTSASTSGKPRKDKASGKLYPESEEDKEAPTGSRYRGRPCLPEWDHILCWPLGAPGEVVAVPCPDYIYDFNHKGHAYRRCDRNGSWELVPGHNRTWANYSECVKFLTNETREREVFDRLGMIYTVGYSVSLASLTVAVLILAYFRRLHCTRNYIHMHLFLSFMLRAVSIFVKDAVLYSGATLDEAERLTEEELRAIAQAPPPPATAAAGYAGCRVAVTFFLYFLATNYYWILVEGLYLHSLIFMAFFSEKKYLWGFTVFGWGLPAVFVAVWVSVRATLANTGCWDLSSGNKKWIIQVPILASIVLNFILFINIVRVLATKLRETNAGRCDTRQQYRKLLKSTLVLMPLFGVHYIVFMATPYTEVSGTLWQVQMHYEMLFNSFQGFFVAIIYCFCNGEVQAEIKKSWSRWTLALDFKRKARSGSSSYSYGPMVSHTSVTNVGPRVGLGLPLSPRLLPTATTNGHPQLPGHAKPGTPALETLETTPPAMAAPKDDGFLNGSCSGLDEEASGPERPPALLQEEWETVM
#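 HEK-293-derived GP2 cells expressing PTHR1 and a GloSensor cAMP reporter, 3,000/well, plated overnight, given luciferin plus IBMX (each 0.5 mM as added) for 1 h at 37 °C, then compound for 1 h at 37 °C. Luminescence was read after 15 min at room temperature.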
# pAkt inh: Akt phosphorylation inhibition; activity change, % for hits at 50 µM; AID 651550; hit rate 0.32% among 360,000; Neuro2A IGF-stimulated pAkt S473 HTRF, 20 min; active compounds read low; in the data active means activity change below about -80%; inconclusive means mostly about -51% to -80%; further: on the % scale 0 is the no-effect control and ±100 the full control effect
#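 Neuro2A cells (4,500/well, DMEM with 0.5% FBS) were treated with compound at a single 50 µM final concentration, stimulated with 6 nM IGF for 20 min at 37 °C, and lysed. Phospho-Akt Ser473 was read by HTRF as 665/615 ratio ×10^4.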
# TDP-43 yeast inh: TDP-43 toxicity inhibition in yeast. TDP-43 expressing yeast growth rescue, BacTiter-Glo, 24 h. Potency, µM (top dose mostly 46.1 µM), inactives show top-dose growth rescue (activation), most hits filed as activators. hit rate 1.8% among 410,000; further: potency means the concentration at half of the fitted maximal effect; % of control where 0% means no effect; nearly all actives have a fitted effect of over 50% in size
#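 Growth rescue of TDP-43-toxic yeast measured as ATP luminescence (BacTiter-Glo). Cells grown to mid-log in raffinose, induced in galactose at OD600=0.02, exposed to compound 24 hr at 30 deg C.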
# aSyn yeast inh: rescues yeast growth from alpha-synuclein toxicity | AID 652106 | Yeast expressing alpha-synuclein, growth rescue, BacTiter-Glo, 24 h | Potency, µM (highest dose often 46.1 µM), inactives show at the highest dose growth rescue (activation), most hits filed as activators | hit rate 0.14% among 370,000; further: potency means the concentration at half of the fitted maximal effect; % of control where 0% means no effect; nearly all actives have a fitted effect of over 65% in size
#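 Galactose-induced alpha-syn yeast (OD600=0.02, raffinose-pregrown) + pinned cpd, 24 hr, 30 deg C; growth by BacTiter-Glo luminescence. Growth restoration scores as activation.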
# GLP1R ag: agonists of human GLP-1 receptor. Potency, µM (titrated, usually from 45.6 µM), for inactives: at the highest dose activation, most hits filed as activators. AID 624172. P43220. hit rate 0.007% among 380,000. HEK293 GLP-1R CRE-luciferase, luminescence, 4-6 h; cells express a hypersensitive GLP-1R form; further: potency means the concentration at half of the fitted maximal effect; % of control where 0% means no effect
# Abeta yeast res: compounds reversing amyloid beta toxicity in yeast; Potency, µM (titrated, usually from 46.1 µM), for inactives: at the highest dose growth rescue, most hits filed as activators; hit rate 0.063% among 410,000; AID 1347071; yeast expressing A-beta42, growth rescue, OD600, 48 h; response scale: 0% DMSO, 100% iron-clioquinol control; further: potency means the concentration at half of the fitted maximal effect; nearly all actives have a fitted effect of over 55% in size
#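 Yeast growth medium received pinned compounds, then yeast cells expressing toxic A-beta were added; plates incubated at 30 C for 48 hr. Growth read as absorbance at 600 nm, normalized to DMSO and equimolar FeCl3 plus clioquinol controls.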
# DRD3 antagonist: D3 dopamine receptor (human) antagonism. AID 652054. max response, negative = inhibition, %. P35462. hit rate 2.5% among 360,000. D3R cells, DiscoveRx beta-arrestin luminescence, antagonist mode; active compounds read low; in the data active means max response below about -50%; inconclusive means no clear call, values can overlap the other calls; further: on the % scale 0 is the no-effect control and ±100 the full control effect; mostly tested at two doses, the higher about 12 µM
# Target sequence (P35462 whole entry, looked up): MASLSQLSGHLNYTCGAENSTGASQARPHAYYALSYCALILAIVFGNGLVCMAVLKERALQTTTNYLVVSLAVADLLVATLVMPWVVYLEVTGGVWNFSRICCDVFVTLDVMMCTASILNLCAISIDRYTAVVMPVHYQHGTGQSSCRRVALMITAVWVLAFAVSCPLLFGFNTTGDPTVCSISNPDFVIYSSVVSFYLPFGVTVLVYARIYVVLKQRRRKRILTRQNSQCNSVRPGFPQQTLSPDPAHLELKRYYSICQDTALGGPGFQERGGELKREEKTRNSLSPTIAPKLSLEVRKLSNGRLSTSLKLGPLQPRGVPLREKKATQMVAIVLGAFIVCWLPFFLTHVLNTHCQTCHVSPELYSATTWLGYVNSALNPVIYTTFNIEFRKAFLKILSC
#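 Cells plated overnight at 1500 cells/well, then exposed to library compounds with dopamine controls for 90 minutes at 37 degrees C. DiscoveRx reagent added for 30–60 minutes at room temperature; luminescence read, quantitative HTS format.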
# FUS suppressor: suppressors of FUS proteinopathy in yeast; hit rate 0.24% among 390,000; Potency, µM (highest dose often 76.6 µM), inactives show at the top dose growth rescue (activation), hits mostly activators; S. cerevisiae FUS-expressing, growth rescue, OD600, 24 h;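 further: potency means the concentration at half of the fitted maximal effect; plate controls were DMSO vehicle for no effect and reference control for full effect; nearly all actives have a fitted effect of over 55% in size; some results filed as inactive show a strong effect at the top dose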
#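 Yeast FUS proteinopathy model; galactose-induced FUS (2%), starting OD 0.005. Cpds in dilution series, 24hr, 30C, 99% humidity. Abs 600 nm growth. Pos ctrl CP55940 (top 92uM final); neg ctrl DMSO.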
# Active calls of the source: *; i = inactive; ? = inconclusive; nt = not tested or not shown; [ ] = another dose, or the depositor's remark. Unless noted, the call rests on the fitted dose curve; in most records, active means well fitted curve in the direction sought with a large enough effect; inconclusive means small, poorly fitted or top-dose-only effect, or another doubt; inactive means no such curve, though single readings can be large; an effect the other way counts as inactive or inconclusive. This is a subset. The share of hits here may be higher or lower than overall.
# Labels used below – A = GLP1R inv ag; B = PTHR1 ag; C = pAkt inh; D = TDP-43 yeast inh; E = aSyn yeast inh; F = GLP1R ag; G = Abeta yeast res; H = DRD3 antagonist; I = FUS suppressor
> Cn1ncc([N+](=O)[O-])c1C(=O)Nc1cccc(Cl)c1
  A: 2%; B: i; C: i; D: 5%; E: -2%; F: 3%; G: -9%; H: 4; I: -21%

> CC[C@]12c3[nH]c4cc(-c5ccco5)ccc4c3CCN1C(=O)[C@@H](CC(=O)NCc1ccco1)C[C@@H]2C(=O)N1CCN(C(=O)C2CC2)CC1
  A: 16%; B: 6%; C: i; D: 7%; E: 0%; F: 0%; G: -3%; H: ?; I: ?

> Cc1cc(C)n2nc(CNC(=O)c3ccccc3Cl)nc2n1
  A: 4%; B: -36%[inhibitor]; C: nt; D: 6%; E: nt; F: nt; G: -3%; H: nt; I: -16%

> CC(C)C[C@@H](CN1CCC[C@H]1CN1C(=O)C(=O)NC[C@@H]1Cc1ccc(O)cc1)N1C[C@H](Cc2ccccc2)N(CC2CCCCC2)C(=O)C1=O
  A: 12%; B: -28%; C: i; D: 13%; E: 2%; F: 3%; G: -8%; H: 19; I: 24%

> O=C(NCCN1CCOCC1)c1ccc(CSc2nc3ccncc3n2Cc2ccc(F)cc2)cc1
  A: 22%; B: i; C: i; D: -1%; E: -5%; F: -5%; G: -15%; H: -10; I: -22%

> COc1ccc(CCNC(=O)COC(=O)CCC(=O)c2cccs2)cc1OC
  A: 7%; B: i; C: i; D: -9%; E: 2%; F: 15%; G: -5%; H: 2; I: -5%

> O=C(/C=C/c1ccco1)N(Cc1ccc(F)cc1)C1CCS(=O)(=O)C1 (configuration not stated)
  A: 3%; B: i; C: i; D: -23%; E: -2%; F: 14%; G: 0%; H: -9; I: 22%

> Cc1cc(C)cc(N2CCn3c2nc2c3c(=O)n(CCc3ccccc3)c(=O)n2C)c1
  A: 10%; B: -5%; C: nt; D: 0%; E: nt; F: nt; G: -4%; H: nt; I: -4%

> O=C(NC1(C(F)(F)F)NC(=O)N(C2CCCCC2)C1=O)c1ccco1 (configuration not stated)
  A: -24%; B: -35%[inhibitor]; C: i; D: -18%; E: -1%; F: 0%; G: -6%; H: ?; I: -7%

> CCCCN(C)CCC(=O)Nc1ccc(Cl)cc1
  A: -24%; B: i; C: i; D: 8%; E: 3%; F: 11%; G: 10%; H: -53*; I: nt

> CSc1ccccc1NC(=O)N1CCC(CO)(CC2CCCCO2)CC1 (configuration not stated)
  A: 2%; B: i; C: i; D: 12%; E: -1%; F: 10%; G: -5%; H: 3; I: 9%

> COc1cc(C(=O)Nc2ccc(NC(=O)C3CCCCC3)nc2)cc(OC)c1OC
  A: ?; B: -4%; C: i; D: -19%; E: 0%; F: 6%; G: -16%; H: -3; I: 17%

> CC1(C(=O)NCc2ccco2)Cc2c(-c3cccc(C(F)(F)F)c3)ccnc2O1 (configuration not stated)
  A: 2.2µM*; B: -13%; C: i; D: 11%; E: 17%; F: 16%; G: -13%; H: 7; I: 0%

> O=C(COC(=O)c1ccc(Br)o1)NC1CCCCC1
  A: 2%; B: i; C: i; D: 11%; E: 4%; F: 4%; G: 7%; H: 7; I: 9%

> Cc1ccc(S(=O)(=O)n2nc(OC(=O)c3ccccc3C)cc2N)cc1
  A: -17%; B: 0%; C: i; D: 9%; E: 6%; F: -1%; G: -3%; H: -14; I: 46%

> COc1ccc(C(=O)NNc2ncnc3c2cnn3-c2ccc(C)c(Cl)c2)cc1
  A: -15%; B: i; C: nt; D: 24%; E: nt; F: nt; G: -8%; H: nt; I: -20%

> CN(CC(=O)Nc1ccc(Cl)c(C(F)(F)F)c1)C(=O)C1CCCO1 (configuration not stated)
  A: ?; B: -15%; C: i; D: 12%; E: 7%[1.84 µM]; F: 7%; G: -1%; H: 4; I: -3%

> O=C(Nc1cccc2c1C(=O)NC2=O)c1ccccc1[N+](=O)[O-]
  A: -11%; B: i; C: i; D: 0%; E: 4%; F: -1%; G: 6%; H: 19; I: 0%

> COc1ccccc1C(=O)Nc1nc(-c2ccc(S(=O)(=O)N3CCOCC3)cc2)cs1
  A: -24%; B: -27%; C: i; D: -3%; E: 10%; F: -13%; G: 2%; H: 13; I: ?

> Cc1cccc(NC(=O)Cn2c(=O)n(CCC(C)C)c(=O)c3cccnc32)c1
  A: 4%; B: -38%[inhibitor]; C: nt; D: -5%; E: nt; F: nt; G: -16%; H: nt; I: -5%

> COc1ccc(-n2c(=O)c3c4c(sc3n(Cc3ccc(C)cc3C)c2=O)CCC4)c(OC)c1
  A: -2%; B: -40%[inhibitor]; C: nt; D: 14%; E: nt; F: nt; G: -8%; H: nt; I: 25%

> Cc1c([N+](=O)[O-])c([N+](=O)[O-])nn1CC(=O)NCc1cccnc1
  A: -4%; B: i; C: i; D: -15%; E: 8%; F: 2%; G: 9%; H: 4; I: 2%

> CCOC(=O)C1=C(c2ccccc2)N=C2SCC(=O)N2C1c1ccc(OC)c(OC)c1 (configuration not stated)
  A: -2%; B: i; C: nt; D: -3%; E: 6%; F: -1%; G: 13%; H: ?; I: ?

> Cc1ccc(Cc2c(C3CCCCC3)nc3ccc(C)cn23)cc1
  A: ?; B: -24%; C: i; D: 15%; E: -9%; F: -3%; G: -1%; H: 54; I: 4%

> COCCOC(=O)C1=C(C)NC(=O)N(C(C)=O)C1c1ccc(Cl)cc1 (configuration not stated)
  A: -3%; B: i; C: i; D: -9%; E: 2%; F: -6%; G: 5%; H: -102*; I: -7%

# 3 entries from above in another layout.
SMILES	GLP1R inv ag	PTHR1 ag	pAkt inh	TDP-43 yeast inh	aSyn yeast inh	GLP1R ag	Abeta yeast res	DRD3 antagonist	FUS suppressor
COCCOC(=O)C1=C(C)NC(=O)N(C(C)=O)C1c1ccc(Cl)cc1 (configuration not stated)	-3%	i	i	-9%	2%	-6%	5%	-102*	-7%
Cc1cc(C)n2nc(CNC(=O)c3ccccc3Cl)nc2n1	4%	-36%[inhibitor]	nt	6%	nt	nt	-3%	nt	-16%
COc1ccccc1C(=O)Nc1nc(-c2ccc(S(=O)(=O)N3CCOCC3)cc2)cs1	-24%	-27%	i	-3%	10%	-13%	2%	13	?

# Continuation.
# Labels used below – A = GLP1R inv ag; B = PTHR1 ag; C = pAkt inh; D = TDP-43 yeast inh; E = aSyn yeast inh; F = GLP1R ag; G = Abeta yeast res; H = DRD3 antagonist; I = FUS suppressor
> CCCCN=C1C([N+](=O)[O-])=CC=C2C1=NC1(CCCCC1)N2O
  A: 22%; B: -7%; C: i; D: ?; E: -5%; F: -1%; G: 2%; H: -12; I: nt

> CCOc1ccccc1CN1C(=O)c2ccccc2C1C(=O)NCC1CCCO1 (configuration not stated)
  A: 1%; B: i; C: i; D: 2%; E: -5%; F: -5%; G: -7%; H: -6; I: -8%

> CN(CC(=O)Nc1cccc(F)c1)C(=O)c1cn2ccccc2n1
  A: -5%; B: i; C: i; D: 10%; E: 9%; F: 5%; G: 4%; H: 5; I: -5%

> COCCCn1c(=O)c2sccc2n2c(CCCC(=O)Nc3cccc(OC)c3)nnc12
  A: 5%; B: 16%; C: nt; D: 13%; E: nt; F: nt; G: 3%; H: nt; I: -7%

> CCn1ncc([N+](=O)[O-])c1C(=O)NC1CCCCC1
  A: 0%; B: -6%; C: i; D: -14%; E: -5%; F: -1%; G: -12%; H: 4; I: -15%

> Cc1c(C)c2ccc(OCC(=O)NCCCn3ccnc3)cc2oc1=O
  A: 13%; B: i; C: nt; D: 2%; E: -7%; F: 0%; G: -14%; H: 8; I: -22%

> Cc1nc2ccccc2nc1N/N=C/c1ccc(O)cc1
  A: 93%[activator]; B: i; C: i; D: 16%; E: -13%; F: 17%; G: 3%; H: -7; I: -16%

> NC(c1csc(NC(=O)c2cccc(OC(F)(F)F)c2)n1)c1ccccc1Cl (configuration not stated)
  A: ?; B: -16%; C: i; D: 17%; E: -31%[inhibitor]; F: 1%; G: -18%; H: 13; I: 28%

> CCNC(=S)NN(c1ccccc1)c1ccccc1
  A: ?; B: i; C: i; D: 2%; E: 7%; F: -1%; G: 11%; H: -17; I: 12%

> CSc1ccc(Cl)c(C(=O)Nc2ccc(Cl)cn2)c1
  A: ?; B: -25%; C: i; D: 18%; E: 3%; F: 7%; G: 9%; H: 3; I: 17%

> CCN1CCN(S(=O)(=O)c2ccc3c(c2)OCCO3)CC1
  A: 1%; B: i; C: i; D: 14%; E: -5%; F: -3%; G: 4%; H: -5; I: 22%

> Cc1cccc(CSC2=CS(=O)(=O)c3ccccc3N2)c1
  A: ?; B: -3%; C: i; D: -21%; E: -4%; F: -1%; G: -7%; H: -8; I: 7%

> CCN(C(=O)C(C)Sc1ccc(S(=O)(=O)N2CCN(C)CC2)cn1)c1ccccc1 (configuration not stated)
  A: 10%; B: i; C: i; D: 5%; E: 3%; F: 9%; G: -8%; H: 0; I: -3%

> CCOC(=O)Cn1c(CN2CCN(c3ccc(OC)cc3)CC2)nc2c1c(=O)[nH]c(=O)n2C
  A: 5%; B: ?; C: nt; D: 8%; E: nt; F: nt; G: -7%; H: nt; I: -1%

> Cc1nn(-c2ccccc2)c(=S)n1-c1ccccc1
  A: 4%; B: i; C: i; D: 8%; E: -4%; F: -2%; G: 3%; H: 21; I: 18%

> CCn1cc(C(=O)NCC2COc3ccccc3O2)c2cc(OC)c(OC)cc2c1=O (configuration not stated)
  A: 16%; B: i; C: i; D: 6%; E: -1%; F: 19%; G: -7%; H: -1; I: 15%

> COc1ccccc1OCC(=O)Nc1ccc(S(=O)(=O)N(C)c2ccccc2)cc1
  A: ?; B: i; C: i; D: 22%; E: 0%; F: 19%; G: 12%; H: 2; I: 10%

> CC1(C)NC(=O)N(CCCCOc2ccc(Cl)cc2C=O)C1=O
  A: -17%; B: -3%; C: i; D: 6%; E: -2%; F: 16%; G: 6%; H: -7; I: -18%
